Growth percent in the NCI-60 one-dose screen (48 h, 10 µM unless noted): 100 = growth as untreated, 0 = no growth, -100 = all killed.
SK-MEL-5 = SK-MEL-5 melanoma. 6.4% of 80,000 active. AID 1794755
MALME-3M = MALME-3M melanoma | 5.8% of 78,000 active | AID 1794766
LOX IMVI = LOX IMVI melanoma. 7.4% of 79,000 active
UACC-62 = UACC-62 melanoma; 5.4% of 81,000 active; AID 1794756
MDA-MB-435 = MDA-MB-435 melanoma; 7.8% of 82,000 active; AID 1794794
SK-MEL-2 = SK-MEL-2 melanoma | 4.7% of 77,000 active
SK-MEL-28 = SK-MEL-28 melanoma; AID 1794761; 4.1% of 81,000 active
UACC-257 = UACC-257 melanoma | 4.4% of 78,000 active | AID 1794764
Numbers without * were called inactive. Rule for the calls: active = growth percent below 10; inactive = the rest. An unsorted share of the library. Share with any hit: about 13%.

Screening COc1ccc2oc(=O)cc(Cn3nnc(N)c3C#N)c2c1 returned SK-MEL-5 102, MALME-3M 100, LOX IMVI 78, UACC-62 94, MDA-MB-435 109, SK-MEL-2 99, SK-MEL-28 110 and UACC-257 94.
`CC/C(=C(/c1ccc(Cl)cc1)c1ccc(OCCN)cc1)c1ccccc1` gave SK-MEL-5 99, MALME-3M 95, LOX IMVI 28, UACC-62 107, MDA-MB-435 97, SK-MEL-2 105, SK-MEL-28 108 and UACC-257 106.
For O=C(c1cccc(Cl)c1Cl)N1CCN(c2ccnc3cc(Cl)ccc23)CC1 the results were SK-MEL-5 86, MALME-3M 95, LOX IMVI 90, UACC-62 68, MDA-MB-435 93, SK-MEL-2 91, SK-MEL-28 96 and UACC-257 83.
CS(=O)(=NC#N)c1ccc(-c2cnc(N)c(C(=O)Nc3ccccc3)n2)cc1 (configuration not stated) was read as MALME-3M 127, LOX IMVI 66, UACC-62 75, MDA-MB-435 88, SK-MEL-2 94, SK-MEL-28 111 and UACC-257 102.
CC(=O)Nc1ccc2ccccc2c1Br was read as SK-MEL-5 99, MALME-3M 94, LOX IMVI 91, UACC-62 88, MDA-MB-435 104, SK-MEL-2 106, SK-MEL-28 101 and UACC-257 94.
Screening Cc1ncc(O)c(CO)c1O returned SK-MEL-5 104, MALME-3M 98, LOX IMVI 99, UACC-62 100, MDA-MB-435 112, SK-MEL-2 107, SK-MEL-28 110 and UACC-257 104.
Screening C/C(=N\NC(=O)c1ccccc1O)c1cccc(/C(C)=N/NC(=O)c2ccccc2O)n1 returned SK-MEL-5 38, MALME-3M 21, LOX IMVI 36, UACC-62 52, MDA-MB-435 40, SK-MEL-2 95, SK-MEL-28 52 and UACC-257 88.
For N#CCC(=O)Nc1ncc(Cc2ccccc2Cl)s1 the results were SK-MEL-5 98, MALME-3M 100, LOX IMVI 65, UACC-62 70, MDA-MB-435 94, SK-MEL-2 112, SK-MEL-28 104 and UACC-257 96.
For CC(C)=C(c1ccccc1)c1ccccc1 the results were SK-MEL-5 115, MALME-3M 126, LOX IMVI 105, UACC-62 109, MDA-MB-435 107, SK-MEL-2 126, SK-MEL-28 113 and UACC-257 93.
Screening CC(=O)c1c(-c2ccccc2C(=O)O)nc2c(-c3nc4ccccc4s3)c(Nc3ccccc3)nn2c1C returned SK-MEL-5 96, MALME-3M 110, LOX IMVI 89, UACC-62 69, MDA-MB-435 103, SK-MEL-2 99, SK-MEL-28 104 and UACC-257 100.
For N#CCCN/N=C\c1ccc2c(c1)OCO2 the results were SK-MEL-5 96, MALME-3M 97, LOX IMVI 94, UACC-62 97, MDA-MB-435 96, SK-MEL-2 106, SK-MEL-28 109 and UACC-257 112.
Ic1ccc2ccccc2c1 was read as SK-MEL-5 110, MALME-3M 107, LOX IMVI 97, UACC-62 98, MDA-MB-435 118, SK-MEL-2 115, SK-MEL-28 105 and UACC-257 110.
For COc1ccc(CN2CC3CC3(COc3nc(C)cs3)C2)cc1F (configuration not stated) the results were SK-MEL-5 96, MALME-3M 98, LOX IMVI 79, UACC-62 86, MDA-MB-435 99, SK-MEL-2 105, SK-MEL-28 104 and UACC-257 101.
Screening CCOc1ccc(/C=N/NC(=O)c2cccc3ccccc23)cc1OCC returned SK-MEL-5 92, MALME-3M 114, LOX IMVI 93, UACC-62 93, MDA-MB-435 111, SK-MEL-2 106, SK-MEL-28 103 and UACC-257 109.
For CCS(=O)(=O)CCCl the results were SK-MEL-5 94, MALME-3M 93, LOX IMVI 82, UACC-62 85, MDA-MB-435 104, SK-MEL-2 102, SK-MEL-28 106 and UACC-257 94.
Screening CC(C)(C)C1Sc2nc3ccccc3n2C1=O (configuration not stated) returned SK-MEL-5 113, MALME-3M 96, LOX IMVI 94, UACC-62 103, MDA-MB-435 98, SK-MEL-2 97, SK-MEL-28 115 and UACC-257 106.
For COc1ccc2cc(C(C)NC(=O)Nc3ccc(S(N)(=O)=O)cc3)ccc2c1 (configuration not stated) the results were SK-MEL-5 88, MALME-3M 122, LOX IMVI 68, UACC-62 95, MDA-MB-435 100 and SK-MEL-28 98.
Cc1nc2sc3c(=O)[nH]c(C(F)(F)F)nc3c2c(C)c1Br was read as SK-MEL-5 96, MALME-3M 112, LOX IMVI 95, UACC-62 109, MDA-MB-435 102, SK-MEL-2 103 and SK-MEL-28 117.
Screening COc1ccc(C(=O)N2NC(=O)/C(=C/c3ccc(F)cc3)N=C2c2ccccc2)cc1 returned SK-MEL-5 96, MALME-3M 91, LOX IMVI 92, UACC-62 77, MDA-MB-435 88, SK-MEL-28 102 and UACC-257 99.
For CC[C@H](c1ccc(F)cc1)[C@@H](CC)c1ccc(F)cc1 the results were SK-MEL-5 117, MALME-3M 117, LOX IMVI 96, UACC-62 99, MDA-MB-435 109, SK-MEL-2 107, SK-MEL-28 124 and UACC-257 109.

Gathered by group, those above with fluorine (4)
For COc1ccc(CN2CC3CC3(COc3nc(C)cs3)C2)cc1F (configuration not stated) the results were SK-MEL-5 96, MALME-3M 98, LOX IMVI 79, UACC-62 86, MDA-MB-435 99, SK-MEL-2 105, SK-MEL-28 104 and UACC-257 101.
Cc1nc2sc3c(=O)[nH]c(C(F)(F)F)nc3c2c(C)c1Br was read as SK-MEL-5 96, MALME-3M 112, LOX IMVI 95, UACC-62 109, MDA-MB-435 102, SK-MEL-2 103 and SK-MEL-28 117.
Screening COc1ccc(C(=O)N2NC(=O)/C(=C/c3ccc(F)cc3)N=C2c2ccccc2)cc1 returned SK-MEL-5 96, MALME-3M 91, LOX IMVI 92, UACC-62 77, MDA-MB-435 88, SK-MEL-28 102 and UACC-257 99.
For CC[C@H](c1ccc(F)cc1)[C@@H](CC)c1ccc(F)cc1 the results were SK-MEL-5 117, MALME-3M 117, LOX IMVI 96, UACC-62 99, MDA-MB-435 109, SK-MEL-2 107, SK-MEL-28 124 and UACC-257 109.

Other structures
Screening Cc1c(-c2nc3ccc(F)cc3c(=O)[nH]2)c2ccccc2n1C returned SK-MEL-5 36, MALME-3M 48, LOX IMVI 35, UACC-62 20, MDA-MB-435 -39*, SK-MEL-2 46, SK-MEL-28 52 and UACC-257 55.
Screening CN=c1scc(-c2ccc(Br)cc2)n1NC(=O)Cn1nc(-c2ccccc2)ccc1=O returned SK-MEL-5 40, MALME-3M 91, LOX IMVI 74, UACC-62 56, MDA-MB-435 67, SK-MEL-2 71, SK-MEL-28 80 and UACC-257 73.
`CC1=C(C)C(=O)C(Nc2cccc(C)c2)=C(Br)C1=O` gave SK-MEL-5 91, MALME-3M 117, LOX IMVI 58, UACC-62 94, MDA-MB-435 109, SK-MEL-2 117, SK-MEL-28 115 and UACC-257 85.
COc1ccc(-c2c[nH]c(C(=O)NCCCO)c2-c2cc(OC)c3c(c2OC)OCO3)cc1 was read as SK-MEL-5 101, MALME-3M 95, LOX IMVI 97, UACC-62 91, MDA-MB-435 96, SK-MEL-2 103, SK-MEL-28 101 and UACC-257 101.
`CC(CCc1ccc(O)cc1)NCC(O)c1ccc(O)cc1` (configuration not stated) gave SK-MEL-5 109, MALME-3M 124, LOX IMVI 101, UACC-62 99, MDA-MB-435 108, SK-MEL-28 108 and UACC-257 115.
Screening Cc1nn(-c2ccccc2)c2nc3c(cc12)C(=O)CC3 returned SK-MEL-5 90, MALME-3M 109, LOX IMVI 96, UACC-62 96, MDA-MB-435 110, SK-MEL-2 113, SK-MEL-28 106 and UACC-257 110.
Cc1cccc2c1nc(-c1ccc3c(c1)OCO3)n2Cc1c(F)cccc1F was read as SK-MEL-5 82, MALME-3M 91, LOX IMVI 95, UACC-62 71, MDA-MB-435 93, SK-MEL-2 83, SK-MEL-28 100 and UACC-257 83.
Screening COc1ccc(-c2nc3sccn3c2-c2nc3ccc(Cl)cc3[nH]2)cc1 returned SK-MEL-5 74, MALME-3M 111, LOX IMVI 92, UACC-62 88, MDA-MB-435 98, SK-MEL-2 105, SK-MEL-28 90 and UACC-257 99.
Cn1c(=O)c2c(nc(-c3cccc(OCCCCl)c3)n2C)n(C)c1=O was read as SK-MEL-5 93, LOX IMVI 96, MDA-MB-435 103, SK-MEL-2 85, SK-MEL-28 104 and UACC-257 90.
Screening CCOC(=O)C1(C(=O)OCC)NC(=O)CC1C(C)C (configuration not stated) returned SK-MEL-5 101, UACC-62 97, MDA-MB-435 94, SK-MEL-2 131, SK-MEL-28 107 and UACC-257 99.
O=C1c2ccccc2C(c2ccccc2)C1c1ccccc1 (configuration not stated) was read as SK-MEL-5 87, MALME-3M 99, LOX IMVI 88, UACC-62 68, MDA-MB-435 96, SK-MEL-2 91, SK-MEL-28 111 and UACC-257 96.
`CCN(CC)c1ccn(CC(=O)NCCC(C)C)c(=O)c1` gave SK-MEL-5 99, MALME-3M 107, LOX IMVI 98, UACC-62 98, MDA-MB-435 98, SK-MEL-2 101, SK-MEL-28 93 and UACC-257 104.
`Cc1ccc(C(N)=O)cc1` gave SK-MEL-5 103, MALME-3M 122, LOX IMVI 98, UACC-62 96, MDA-MB-435 112, SK-MEL-2 104, SK-MEL-28 105 and UACC-257 110.
Screening COc1nc2cc(OC(C)C)ccc2cc1-c1nc2c(cnn2-c2ccccc2)c(=O)[nH]1 returned SK-MEL-5 105, MALME-3M 115, LOX IMVI 100, UACC-62 88, MDA-MB-435 100, SK-MEL-2 99, SK-MEL-28 97 and UACC-257 113.
For COc1ccc2c(c1)CCCC21C(=O)Nc2ccccc21 (configuration not stated) the results were SK-MEL-5 103, MALME-3M 102, LOX IMVI 98, UACC-62 106, MDA-MB-435 101, SK-MEL-2 96, SK-MEL-28 111 and UACC-257 110.
For Cc1c(C(C)(C)O)cn2ncnc(Oc3ccc(NC(=O)NCCN4CCOCC4)c(Cl)c3)c12 the results were SK-MEL-5 90, MALME-3M 89, LOX IMVI 102, UACC-62 91, MDA-MB-435 100, SK-MEL-2 98, SK-MEL-28 101 and UACC-257 92.
`N/C(=N\S(=O)(=O)c1cccc(C(F)(F)F)c1)Nc1nc2ccccc2s1` gave SK-MEL-5 96, MALME-3M 106, LOX IMVI 105, UACC-62 88, MDA-MB-435 101, SK-MEL-2 95 and UACC-257 85.
`Cc1ccc2oc(=O)cc(/C(=C3/C=CC=N3)c3ccc[nH]3)c2c1` gave SK-MEL-5 -59*, MALME-3M 26, LOX IMVI 0.9*, UACC-62 12, MDA-MB-435 -25*, SK-MEL-2 2.7*, SK-MEL-28 28 and UACC-257 6.2*.
`CCCCc1nc2c(N)nc3ccccc3c2n1Cc1cccc(CN)c1` gave SK-MEL-5 55, MALME-3M 23, LOX IMVI 18, UACC-62 76, MDA-MB-435 4.8*, SK-MEL-2 79, SK-MEL-28 59 and UACC-257 -62*.
For NC(=O)C(CO)c1ccccc1 (configuration not stated) the results were SK-MEL-5 95, MALME-3M 85, LOX IMVI 95, UACC-62 94, MDA-MB-435 100, SK-MEL-2 96, SK-MEL-28 100 and UACC-257 94.

Quoted at random: 2 records from the list, in no set order.
Screening Cc1c(-c2nc3ccc(F)cc3c(=O)[nH]2)c2ccccc2n1C returned SK-MEL-5 36, MALME-3M 48, LOX IMVI 35, UACC-62 20, MDA-MB-435 -39*, SK-MEL-2 46, SK-MEL-28 52 and UACC-257 55.
Cc1cccc2c1nc(-c1ccc3c(c1)OCO3)n2Cc1c(F)cccc1F was read as SK-MEL-5 82, MALME-3M 91, LOX IMVI 95, UACC-62 71, MDA-MB-435 93, SK-MEL-2 83, SK-MEL-28 100 and UACC-257 83.

(more compounds)
`O=C1Nc2ccc(Cl)cc2[C@@](C#CC2CC2)(C(F)(F)F)O1` gave SK-MEL-5 78, MALME-3M 93, LOX IMVI 86, UACC-62 70, MDA-MB-435 88, SK-MEL-2 95, SK-MEL-28 109 and UACC-257 80.
C=CCn1cc(C2C(Cl)C(=O)N2c2ccc(N3CCOCC3=O)cc2)c2ccccc21 (configuration not stated) was read as SK-MEL-5 99, MALME-3M 104, LOX IMVI 95, UACC-62 100, MDA-MB-435 107, SK-MEL-2 103, SK-MEL-28 111 and UACC-257 119.
CS(=O)(=O)Nc1cccc(-n2cnc3cc(-c4ccc(O)cc4)ccc32)c1 was read as SK-MEL-5 20, MALME-3M 27, LOX IMVI 42, UACC-62 26, MDA-MB-435 -38*, SK-MEL-2 27, SK-MEL-28 63 and UACC-257 70.
`Nc1ccc(N(O)/C=C2\C=CC=CC2=O)cc1N` gave SK-MEL-5 76, MALME-3M 101, LOX IMVI 49, UACC-62 66, MDA-MB-435 98, SK-MEL-2 108 and UACC-257 99.
Screening O=C(COc1ccc(Cl)cc1Cl)N1N=C(c2ccc(Cl)cc2Cl)CC1(O)c1cc(F)c(Cl)cc1Cl (configuration not stated) returned SK-MEL-5 81, MALME-3M 129, LOX IMVI 128, UACC-62 156, MDA-MB-435 107, SK-MEL-2 95, SK-MEL-28 141 and UACC-257 99.

Compound activity from PubChem.
